Pf Dd2 growth = inhibitors of Plasmodium falciparum Dd2 growth; P. falciparum Dd2 growth, SYBR Green, 72 h; Potency, µM (titrated, usually from 28.9 µM), for the others: top-dose activity, negative = inhibition, usual class: inhibitors; 120,000 compounds, 4.3% hits; active = well fitted inhibition curve with a large enough effect; inconclusive = small, poorly fitted or top-dose-only effect; inactive = no such curve, though single readings can be large or run the other way;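 note: plate controls were DMSO vehicle for no effect and reference drug for full effect; nearly all actives have a fitted effect of over 65% in size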
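Infected erythrocytes (Dd2, 0.3% parasitemia, 2.5% hematocrit final) are added to compound in RPMI-1640/Albumax II medium, grown 72 h at 37C in low oxygen, then lysed with saponin/Triton-X containing SYBR Green and read by fluorescence.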
* hit, by the source's call; i = inactive; ? = inconclusive; [ ] = remark or other dose. Potency is the fitted concentration of half-maximal effect. Some of the compounds tested; rates above refer to the full screens.

SMILES	Pf Dd2 growth
Cc1cccc(S(=O)(=O)c2cn(C)c3cc(N4CCC(C)CC4)c(F)cc3c2=O)c1	29%
COc1ccc(NC(=O)c2cnc(N3CCOCC3)c3ccccc23)cc1OC	i
Cc1ccc(-n2ncc3c(Nc4ccc5c(c4)OCCO5)ncnc32)cc1C	-4%
Cc1c(C(=O)NC(C)c2ccccc2)sc2nc3n(c(=O)c12)CCCC3 (stereo not drawn)	-18%
Cc1ccccc1C(=O)N1CC[C@](O)(c2ccccc2)[C@H](N(C)C)C1	28%[5.79 µM]
O=C1NCCCCCCN(C(=O)c2cccnc2)[C@H]2C[C@H](c3nc(Cc4ccccc4)no3)C[C@@H]12	i
Cc1ccccc1-c1onc(C)c1C(=O)NCc1ccc(F)cc1F	?
CCOc1ccc(CN2CCC3(CC2)CC(O)CCO3)cc1 (stereo not drawn)	i
Cc1ccncc1C(=O)N1CCC(Cn2c(C)cnc2-c2cccnc2)CC1	8%
COc1cc(F)ccc1-c1cc2c(ccn2C)c(C(=O)NCCc2cnc[nH]2)n1	-15%[44.1 µM]
Oc1ccccc1CN1CCC(O)(c2csc(CN3CCN(c4ccccn4)CC3)n2)CC1	7.9µM*
CN(C)C[C@@H]1CN(c2ccncn2)C[C@H]1NC(=O)c1ccc(C#N)cc1	i
COc1ccc(CN2C[C@H]3CN(Cc4ccc(OC(F)(F)F)cc4)CCN3C2=O)cc1	i
CC(=O)c1cc(-c2ccc(F)cc2)n(CCC(=O)NCc2ccc(C)cc2)c1C	i
CC1=C(C(=O)Nc2ccc(C)cc2C)C(c2cccs2)n2nc(SCc3cccc(C)c3)nc2N1 (stereo not drawn)	-7%
O=C(O)CCC1CCN(S(=O)(=O)c2ccccc2F)CC1	-8%
CN1c2cc(C(=O)Nc3ccc(Cl)cc3)ccc2C(=O)N2CCCCC21 (stereo not drawn)	i
CCOc1ccc(CCNC(=O)Cn2nnc(-c3ccc(OC)c(OC)c3)n2)cc1OCC	20%
CN1Cc2cccn2CC1CNC(=O)c1ccsc1 (stereo not drawn)	?
O=C(NCCOCCO)C(=O)Nc1c2c(nn1-c1ccc(F)cc1)CSC2	6%
COCCOC1CCOC2(CCN(C(=O)c3cc(-c4ccc(F)cc4)n[nH]3)CC2)C1 (stereo not drawn)	11µM*
COc1ccc(OC)c(-n2nnc(-c3nc(-c4cc(OC)c(OC)c(OC)c4)no3)c2C)c1	?
c1cc2nncn2nc1NC1CCCCC1	i
Cc1cc(N2C[C@H]3CN(C(=O)CN(C)C)C[C@@]3(C(=O)O)C2)nc(N)n1	1%
O=C(c1ccc(C(F)(F)F)cc1)N1CCC2(C1)C(=O)N(CCc1ccccc1)c1ccccc12 (stereo not drawn)	?

An excerpt from above in order of count of non-hydrogen atoms, low to high.
SMILES	Pf Dd2 growth
Cc1ccccc1C(=O)N1CC[C@](O)(c2ccccc2)[C@H](N(C)C)C1	28%[5.79 µM]
CN(C)C[C@@H]1CN(c2ccncn2)C[C@H]1NC(=O)c1ccc(C#N)cc1	i
Cc1cccc(S(=O)(=O)c2cn(C)c3cc(N4CCC(C)CC4)c(F)cc3c2=O)c1	29%

Copied from the results shown for reference:
SMILES	Pf Dd2 growth
Cc1cccc(S(=O)(=O)c2cn(C)c3cc(N4CCC(C)CC4)c(F)cc3c2=O)c1	29%
COc1ccc(NC(=O)c2cnc(N3CCOCC3)c3ccccc23)cc1OC	i
Cc1ccc(-n2ncc3c(Nc4ccc5c(c4)OCCO5)ncnc32)cc1C	-4%
Cc1c(C(=O)NC(C)c2ccccc2)sc2nc3n(c(=O)c12)CCCC3 (stereo not drawn)	-18%
Cc1ccccc1C(=O)N1CC[C@](O)(c2ccccc2)[C@H](N(C)C)C1	28%[5.79 µM]
O=C1NCCCCCCN(C(=O)c2cccnc2)[C@H]2C[C@H](c3nc(Cc4ccccc4)no3)C[C@@H]12	i
Cc1ccccc1-c1onc(C)c1C(=O)NCc1ccc(F)cc1F	?

The listing continues:
SMILES	Pf Dd2 growth
CCOc1ccc(-n2nc3ccc(NC(=O)Cc4ccccc4)cc3n2)cc1	?
Cc1cc(C)cc(NC(=O)Cn2c(=O)n(CC(=O)NCCc3ccccc3)c(=O)c3ccccc32)c1	6%
CCSc1ncc(Cl)c(C(=O)N(Cc2ccccc2)Cc2ccco2)n1	?
Cc1c(-c2ccc(F)cc2)[nH]c2ccc(CNC(=O)c3ccc(CO)o3)cc12	?
O=C(CSc1ncc2c(n1)-c1cc(Cl)ccc1N(Cc1ccccc1)S2(=O)=O)NCc1ccccc1	?
COc1cccc(C(CC(=O)NCC(C)C)c2c[nH]c3ccccc23)c1 (stereo not drawn)	-24%
CN(C)C[C@@H]1CN(C)C[C@H]1NS(=O)(=O)c1ccc(Cl)cc1	?
CC(=O)N1CCC(NC[C@H]2O[C@H](Cc3cc(-c4cccc(O)c4)on3)CC[C@@H]2O)CC1	8%[44.1 µM]
CCCNC(=O)C(NC(=O)c1ccc(OC)cc1)C1CCN(C(=O)COC)CC1 (stereo not drawn)	3%
Cc1ccc(NC(=O)Cn2nnc(C(=O)NCc3cccs3)c2N)cc1Cl	i
CC(C)CNC(=O)C1Cn2cccc2C(=O)N1CC(C)C (stereo not drawn)	29%
CCOc1ccccc1NC(=O)N1C[C@@H](F)C[C@H]1C(=O)N1CCCCC1	12%
CCCN(CCC)C(=O)C1COC2(CCC(C)CC2)N1C(=O)c1ccc(F)cc1 (stereo not drawn)	?
COc1ccc(CCNC(=O)CN(c2ccccc2)S(=O)(=O)N(C)C)cc1	10%
CN(C)c1nc2c(c(=O)[nH]1)CCN(Cc1ccc(C(F)(F)F)cc1)CC2	?
Clc1ccc(-c2csc(=Nc3ccccc3)n2Cc2ccc3c(c2)OCO3)cc1	i
CCOCCN1C[C@]23C=C[C@H](O2)C(C(=O)N2CCC(F)(F)CC2)C3C1=O (stereo partly drawn)	-3%
Cc1nn(-c2ccccc2)nc1C(=O)N[C@H](C)c1onc(C)c1C(=O)O	i
CN1CC(=O)N(C2CCNCC2)Cc2c1ncnc2N1CCCC1CO (stereo not drawn)	0%
O=C(Nc1ccc2oc(-c3cccc(F)c3)nc2c1)c1ccc2ccccc2c1	1µM*
Cc1cccc(Cn2c(=O)n(CCCC(=O)NCc3ccccc3Cl)c(=O)c3ccccc32)c1	?
COCCc1nncn1C1CCN(C(=O)c2ccc(C(F)(F)F)cc2)CC1	-2%
COc1cccc(C(=O)NC2CCN(c3cc(-c4cccs4)[nH]n3)CC2)c1OC	i
CCCCN1C(=O)CC[C@H]2CN(C(=O)c3ccccc3Cl)CC[C@H]21	-24%
O=C(Cc1ccccn1)N1CCCN(c2nc3ncccc3o2)CC1	5%
(list continues)
SMILES	Pf Dd2 growth
COC[C@H]1CCCN1C(=O)[C@@H](C)C1CC[C@@]2(C)CC[C@H](NC(=O)c3ccccn3)[C@@H](C)[C@@H]2[C@H]1O (stereo partly drawn)	-20%
COc1ccc(C2CC(=O)c3c([nH]c(C(=O)OCCOc4ccccc4)c3C)C2)cc1OC (stereo not drawn)	?
Cc1ccc(C(=O)N2C[C@@H](CO)[C@H](c3ccccn3)C2)cc1C	3%
CCN(CC)C(=O)C1CCCN(c2ncnc3c2c(-c2ccccc2)cn3-c2cccc(C)c2)C1 (stereo not drawn)	i
CCOc1ccc(CCNC(=O)c2ccc(Nc3nc4ccccc4n4nnnc34)cc2)cc1OCC	-37%
COc1ccc(-n2nc3n(c2=O)CCN(C(=O)c2ccccc2F)C3)cc1	12%
CC1(C)C(=O)N(Cc2ccccc2)[C@H]2CN(CC3CCOCC3)C[C@@H]2[S+]1(=O)[O-]	?
O=C1c2cnc(-c3ccccc3OCc3ccccc3)nc2OCCN1CC1CC1	-6%[44.1 µM]
O=C1Nc2ccccc2CC12CCN([S+](=O)([O-])c1cccc(C(F)(F)F)c1)CC2	?
COc1ccc(Cl)cc1C(=O)NCC(c1ccc(N(C)C)cc1)N1CCOCC1 (stereo not drawn)	33%[activator][5.79 µM]
COC1CCC12CCN(Cc1cccc(C#N)c1)CC2 (stereo not drawn)	?
Cc1cc2cc(C(=O)N3C[C@H]4CC=CC[C@H]4C3)ccc2o1	-24%
C[S+](=O)([O-])N1CC2(CCN(Cc3ccc(Cl)cc3)CC2)Cc2ccccc21	-29%
Cc1ccc(CCNC(=O)CN2C(=O)COc3ccc(S(=O)(=O)N4CCCCC4)cc32)cc1	-4%
COCCc1nncn1C1CCN(C(=O)c2ccc(C)c(F)c2)CC1	-28%
COCc1nc(C2CCN(C(=O)C3CC3)C2)no1 (stereo not drawn)	-3%
CCC(C)C(=O)Nc1c(C(=O)OC)n(CC2CCCO2)c2ncc(NC(C)CCO)cc12 (stereo not drawn)	-21%
CC(C)c1noc(-c2cn(C3CCN(C(=O)c4ccc5ccccc5n4)C3)nn2)n1 (stereo not drawn)	-2%
CCc1ccc(-n2c(SCc3cccc(F)c3)nc3[nH]ncc3c2=O)cc1	?
COc1ccc(-c2ccnc3nc(Cc4cc(F)cc(F)c4)nn23)c(F)c1	?
Cc1ccc(-c2nc3scc(CCNS(=O)(=O)c4ccc(F)c(C)c4)n3n2)cc1	-3%
CC#CC(=O)N1CCCCC1C(=O)Nc1ccc(-n2nc(C)cc2C)cc1 (stereo not drawn)	-14%
O=C(c1ccc(C(F)(F)F)cc1)N1CCC(c2n[nH]c(=O)n2Cc2ccc(F)cc2)CC1	-10%
COCCN1C(=O)CS(=O)(=O)C12CCN(C(=O)c1ccc(C)s1)CC2	-21%
Cc1ccc(OCc2nc(-c3ccc(C(=O)N4CCN(c5cc(Cl)ccc5C)CC4)cc3)oc2C)cc1	?
Later entries
SMILES	Pf Dd2 growth
CCOC(=O)c1nc(NCc2ccc(Cl)cc2)c2c(C)noc2n1	15%
CN(CC(=O)NCc1ccc(Cl)cc1)S(=O)(=O)c1ccc2[nH]c3c(c2c1)CCCC3	?
O=S(=O)(Cc1ccc(F)cc1)N1CCC(C2CCNC2)CC1 (stereo not drawn)	-2%
NS(=O)(=O)c1ccc(NC(=O)c2csnn2)cc1	33%[activator][0.594 µM]
CCCn1c(SCc2nc(-c3ccccc3OCC)no2)nnc1-c1ccc(Cl)cc1	?
Cc1cn2nc(C(=O)NCc3ccncc3)cc2c(=O)[nH]1	24%
COc1ccc(CC(=O)NC(C)C(=O)N2CCN(c3ccccn3)CC2)cc1 (stereo not drawn)	i
CN1C(=O)[C@H]2CN(Cc3ccc(C(F)(F)F)cc3)C[C@H]2C1=O	i
CO[C@@H]1CO[C@H]2[C@@H]1OC[C@@H]2NC(=O)C1CCC1	-10%[44.1 µM]
COc1ccc(OCC(=O)Nc2nc(-c3ccc(Br)cc3)ns2)cc1	20%
COc1cccc(-c2nc3cnccn3c2NCCC(=O)N2CCCC(C)C2)c1 (stereo not drawn)	?
COc1ccc(CN2C[C@@H](F)[C@@H](OCc3nc4ncccc4[nH]3)C2)cc1	-14%[44.1 µM]
Cc1ccc(NC(=O)N[C@@H]2C=C(C(=O)NCCC(N)=O)C[C@@H](O)[C@@H]2O)cc1	-7%[44.1 µM]
CCCOc1ccc(/C=C/C(=O)Nc2sc(C)c(C)c2C(=O)OCC)cc1OC	-3%
O=C(c1ccc(Cl)cc1)N1CC2(CCN(C3CCCCC3)CC2)Cc2ccccc21	7.1µM*
O=C(O)Cn1nc(COc2ccc(F)cc2)nc1CN1CCCCCC1=O	-1%
O=C(CCC[C@H]1NC[C@@H]2CC1CN(Cc1ccccc1)C2)NCCCc1ccccc1	?
CCOc1ccc(-c2nonc2NC(=O)c2ccc(C)cc2)cc1OCC	2µM*
CC(=O)c1ccc(NC(=O)c2nc(-c3ccccc3)n(-c3ccccc3)n2)cc1	?
Cc1cc(C)cc(NC(=O)CCS(=O)(=O)c2cccc3nsnc23)c1	6%
COC(=O)c1ccc([C@H]2Nc3ccc(S(=O)(=O)Nc4ccc(C)cc4)cc3[C@H]3C=CC[C@H]32)cc1	?
CCc1sc(Nc2ccc(Cl)cc2)nc1-c1cc2cccc(OC)c2oc1=O	?
O=C(CN1C(=O)NC2(CCCCC2)C1=O)NCCC1=CCCCC1	-1%
Cc1ccc(C)c(OCC(=O)N[C@H]2CCOC[C@H]2C2CCOCC2)c1C	0%
CC(=O)c1cccc(NC(=O)c2ccc3c(c2)CCN3S(=O)(=O)c2ccccc2)c1	?
Following part
SMILES	Pf Dd2 growth
COc1cccc(CN2CCOC[C@H](Oc3ccccc3)C2)c1	?
CC(C)c1ccc(Nc2sc(C(=O)c3ccccc3)c(N)c2S(=O)(=O)c2ccccc2)cc1	?
CCOc1cccc(C2c3c(oc4ccc(F)cc4c3=O)C(=O)N2CCc2ccc(OC)cc2)c1 (stereo not drawn)	2%
CC(C)Oc1cccc(-c2nc(C(=O)NCc3ccccc3)cs2)c1	-20%
COCCN1C(=O)c2cccn2CC1CNC(=O)c1cccc2nccnc12 (stereo not drawn)	-1%
CNC(=O)Nc1ccc(C)n(CC(=O)NCc2ccccc2F)c1=O	13%
CCOC(=O)c1ccc2c(c1)N(CC(=O)N(C)c1ccccc1)C(=O)c1ccccc1S2	?
CCCC(=O)Nc1ccccc1C(=O)OCc1cc(=O)n2nc(C(C)C)sc2n1	0%
COc1ccc(NC(=O)C2CCN(c3cc(C)nc4c(-c5ccc(Cl)cc5)c(C)nn34)CC2)cc1	50%[activator]
COc1ccccc1NC(=O)c1c(NCc2ccc(OC)c(OC)c2OC)sc2c1CCC2	?
O=C(NCc1cccnc1)[C@@H]1C[C@@H](c2ccc(F)cc2)N(Cc2ccccc2)C1	?
COc1ccccc1-c1[nH]nc2ncc(-c3ccnn3C)nc12	5%[44.1 µM]

Screens from PubChem BioAssay.
